Assay outcomes deposited in PubChem by NCI.
yeast rad50: NCI yeast anticancer drug screen, S. cerevisiae rad50 strain; % growth inhibition at 50 µM; 79,000 compounds, 10% hits;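 further: 0% = growth of vehicle-only cultures of the same strain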
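Yeast carrying a defined DNA repair defect were exposed to test compounds, and growth was compared with vehicle-treated controls to give percent inhibition.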
yeast cln2 rad14: NCI yeast anticancer drug screen, S. cerevisiae cln2 rad14 strain; 78,000 compounds, 8.3% hits; AID 165, 2004; % growth inhibition at 50 µM;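 further: 0% = growth of vehicle-only cultures of the same strain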
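Strain: cln2 rad14 yeast, altered in cell cycle control and DNA damage repair. Read-out: growth inhibition vs vehicle.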
mec2-1: NCI yeast anticancer drug screen, S. cerevisiae mec2-1 strain. growth inhibition, % at 50 µM. 79,000 compounds, 9% hits;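 further: 0% = growth of vehicle-only cultures of the same strain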
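Readout is yeast growth inhibition, normalised to vehicle-treated controls, in the mec2-1 strain exposed to compound.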
yeast mlh1 rad18: NCI yeast anticancer drug screen, S. cerevisiae mlh1 rad18 strain; % growth inhibition at 50 µM; 79,000 compounds, 11% hits; AID 175, 2004;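 further: 0% = growth of vehicle-only cultures of the same strain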
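Yeast w/ defined DNA-repair lesions; compound exposure; growth vs vehicle controls → % inhibition.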
bub3: NCI yeast anticancer drug screen, S. cerevisiae bub3 mutant strain; growth inhibition, % at 50 µM; 78,000 compounds, 9.9% hits;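 further: 0% = growth of vehicle-only cultures of the same strain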
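Growth of a checkpoint-deficient yeast mutant is measured after compound exposure. Values represent inhibition relative to vehicle.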
sgs1 mgt1: NCI yeast anticancer drug screen, S. cerevisiae sgs1 mgt1 strain. growth inhibition, % at 50 µM. 78,000 compounds, 10% hits. AID 161, 2004;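 further: 0% = growth of vehicle-only cultures of the same strain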
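This yeast growth screen uses a strain with defined DNA-repair lesions; compound-treated growth is compared with vehicle-treated growth.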
* hit, by the source's call; . = not tested or not shown; & = joins results of further samples. No stated cut-off is given here; in the data, active means growth inhibition above about 70%; inactive means the rest.

SMILES | yeast rad50 | yeast cln2 rad14 | mec2-1 | yeast mlh1 rad18 | bub3 | sgs1 mgt1
CN(C)S(=O)(=O)C(c1ccccc1)C(O)(c1ccccc1)c1ccc(Cl)cc1 (stereo not given) | 72.1* | 22.9 | 45.5 | 57.0 | 16.8 | 54.1
OC1CC2c3ccccc3C1c1cccc[n+]12 (stereo not given) | 16.2 | -38.7 | -9.8 | 14.7 | 4.7 | -4.1
CC(=O)NCCCCCCNC(C)=O | -20.6 | 10.9 | -16.8 | -12.3 | -11.4 | -24.3
O=C1CC2(CC(=O)N1CCc1c[nH]c3ccccc13)OCCO2 | -1.4 | -0.5 | 9.1 | -6.2 | 20.6 | 10.1
CC1=CC(=O)c2ccc(C)cc2C1=O | -8.9 | -18.9 | -24.4 | 5.8 | -0.4 | -6.9
C=CCNC(=S)/N=C/c1c(C(=O)OCC)[nH]n(-c2ccccc2)c1=O | -27.8 | -32.8 | -19.5 | -54.6 | -26.0 | -44.8
O=C(O)C(O)Cc1ccccc1 (stereo not given) | 4.8 | -23.1 | 0.7 | -34.7 | 4.3 | -0.9
Cc1ccc(N=Nc2ccc(O)c(CN(C)C)c2)cc1C | -26.4 | -11.0 | -29.5 | 36.2 | 49.0 | 48.5
CCNCCNC(=O)c1ccc(I)cc1 | -33.9 | 6.7 | -7.2 | -10.8 | -14.8 | -4.2
Clc1ccc(/C=C\c2ccncc2)cc1 | 48.2 | 29.7 | 44.9 | 62.0 | 30.0 | 29.1
O=C1C(=O)c2ccccc2C(O)=C1Cc1ccccc1 | -15.2 | 7.5 | 13.8 | 1.9 | -36.8 | -11.9
NCCNCc1ccc(Cl)cc1Cl | -15.3 | -26.1 | 2.5 | 44.1 | -13.7 | -2.0
O=[N+]([O-])c1ccc(C=NC2CCCCC2)c([N+](=O)[O-])c1 | 41.0 | -0.8 | 46.0 | 73.3* | 55.5 | 59.5
COc1cc(/C=C2/SC(=S)NC2=O)cc(OC)c1OC | 16.8 | . | -1.4 | 19.4 | . | .
O=S(=O)(c1ccccc1)N1Cc2ccccc2C2CCCCC21 (stereo not given) | 10.4 | -33.9 | 0.8 | 12.7 | 11.2 | 2.6
CCCC(C)(C)SSC(C)(C)CCC | -1.9&-9.7 | -23.2 | -0.3&-14.4 | 8.3&-5.2 | 8.2 | -0.1
CCc1nc2ccc(N=NN(C)C)cc2[nH]1 | 84.5* | 88.1* | 92.0* | 91.3* | 88.5* | 74.2*
CC(C(O)c1ccccc1)C(O)(C(F)(F)F)C(F)(F)F (stereo not given) | 8.9 | 15.5 | -7.6 | 17.4 | -19.6 | -15.9
O=C(NC(CSC(c1ccccc1)(c1ccccc1)c1ccccc1)C(=O)ON1C(=O)CCC1=O)OCc1ccccc1 (stereo not given) | 61.8 | 22.4 | 43.6 | 58.5 | 49.2 | 59.9
CCCCNc1ncnc2c1cnn2C | -3.2 | -11.9 | 18.9 | -4.3 | -7.1 | -28.2
CCOC(=O)c1c(-c2ccccc2)nc2c(OC)nccn12 | -56.7 | -4.2 | -22.1 | -14.6 | 22.2 | 8.4
CN(C)c1ccc(/C=N/NS(=O)(=O)c2ccc(N)cc2)cc1 | -4.4 | -3.5 | -9.9 | -12.6 | -32.2 | 18.8
COC1C(C(=O)O)=CC=CC1OC(C)=O (stereo not given) | 10.6 | -44.1 | -5.5 | 13.6 | 2.8 | -2.5
CSc1nc(COC(=O)NC(C)C)c(COC(=O)NC(C)C)n1C | 13.1 | -3.0 | -2.7 | 16.2 | -39.1 | -8.3
CCOC(=O)c1ncn2c1[nH]c(=O)c1ccccc12 | -7.0 | 1.2 | -16.6 | -10.6 | -9.5 | -8.9

Of the compounds above, these contain an aryl methoxy group:
SMILES | yeast rad50 | yeast cln2 rad14 | mec2-1 | yeast mlh1 rad18 | bub3 | sgs1 mgt1
COc1cc(/C=C2/SC(=S)NC2=O)cc(OC)c1OC | 16.8 | . | -1.4 | 19.4 | . | .
CCOC(=O)c1c(-c2ccccc2)nc2c(OC)nccn12 | -56.7 | -4.2 | -22.1 | -14.6 | 22.2 | 8.4

(continued)
SMILES | yeast rad50 | yeast cln2 rad14 | mec2-1 | yeast mlh1 rad18 | bub3 | sgs1 mgt1
CCOC(=O)c1c(N)sc2c1C(C(=O)OCC)CCCC2 (stereo not given) | -11.1 | -16.2 | 7.5 | 38.2 | 37.5 | 27.3
S=C(S)N(C1CCCCC1)C1CCCCC1 | 16.8 | 7.5 | -10.3 | 4.2 | -9.4 | -3.1
CCOC(=O)C(=O)CC(C)=O | 1.6 | -61.7 | 4.2 | -13.3 | 4.8 | -0.1
COc1cc(C(=O)Nc2cccc(Cl)c2Cl)cc(OC)c1OC | -7.5 | 21.2 | -13.6 | 10.9 | 18.0 | 12.0
C=CCN(CC=C)C(=O)Nc1cccc2c(NC(=O)N(CC=C)CC=C)cccc12 | -24.0 | 4.5 | -23.6 | -23.4 | -21.8 | -17.5
N#Cc1c(-c2ccc([N+](=O)[O-])cc2)c(C#N)c(=O)n(NS(=O)(=O)c2ccccc2)c1S | 51.8 | 40.0 | 81.6* | 78.8* | 61.6 | 78.0*
COc1cc(C2SC(N)=Nc3c2c(C)nn3C(=O)c2ccccc2O)ccc1O (stereo not given) | -4.9 | -1.4 | 24.1 | 16.0 | 40.4 | 22.5
Oc1ccc(O)c2c1CC=C(Cl)C2 | 52.4 | 24.9 | 52.9 | 59.8 | 56.5 | 33.0
C=CCNC(=O)NCCCC(NC(C)=O)C(=O)NCc1ccccc1 (stereo not given) | -20.9 | 6.8 | -21.3 | -20.6 | -22.3 | -14.7
Fc1ccccc1-c1nnc(-c2ccc3ccccc3c2)o1 | 33.1 | 23.9 | 14.8 | 14.7 | 40.5 | 32.4
NC(=O)C1CCCCC1C(N)=O (stereo not given) | -15.0 | -29.5 | -20.1 | -15.3 | -27.8 | -25.6
COc1ccc(C(=O)c2cc(Cl)ccc2N)cc1 | 99.0* | 92.1* | 98.2* | 94.2* | 99.2* | 99.1*
COc1c2c(c3c(c1CCC(=O)O)OC(C)(C)C=C3)OC(C)(C)C=C2 | 58.2 | 91.2* | 65.8 | 76.4* | 71.9* | 69.8
Cn1nc(-c2ccccc2)c(C(=O)/C=C/c2ccc(F)cc2)c(N2CCCC2)c1=O | 1.8 | -42.4 | 0.5 | 16.6 | -6.5 | -1.1
CC(=O)OCC1OC(n2c(=O)n(-c3ccccc3)c(=O)c3ccccc32)C(OC(C)=O)C(OC(C)=O)C1OC(C)=O (stereo not given) | -12.8 | 19.1 | 11.3 | 4.7 | -6.8 | -7.9
CC(=O)C(C(=O)NCc1ccccc1)C(c1ccc2c(c1)OCO2)C(C(C)=O)C(=O)NCc1ccccc1 (stereo not given) | -5.7 | -17.3 | 1.2 | 0.5 | -0.7 | -23.6
O=C1N/C(=C\c2ccccc2)OC1=O | 10.4 | -14.2 | 4.3 | -34.0 | 6.8 | -15.2
Cc1cc(C)c(NC(=O)c2ccccc2)cc1N | 12.0 | 2.5 | 3.7 | -8.1 | -0.3 | 2.2
CC12CCC(CC(=O)/C1=C(/Br)I)C2(C)C (stereo not given) | 81.0* | 63.0 | 90.4* | 83.2* | 78.3* | 84.3*
C=CCc1cc(OC)c(OC)c(OC)c1 | 7.8 | -6.6 | -4.2 | -4.0 | -9.7 | -16.3
CCOC(=O)Nc1nc2c(s1)c([N+](=O)[O-])cn2C | 11.6 | 2.5 | 7.0 | 20.6 | 4.6 | 17.1
COc1ccc(N=Nc2ccc(O)cc2)cc1 | 96.5* | 92.0* | 96.0* | 97.0* | 96.4* | 97.5*
O=C(O)[C@@H]1[C@H](C(=O)O)[C@H](C(=O)O)C[C@@H]1C(=O)O | 6.2 | -1.9 | -33.9 | 20.1 | -69.0 | -24.9
N/N=C(/CC(O)(C(F)(F)F)C(F)(F)F)c1ccccc1 | -10.8 | -3.7 | -24.9 | 2.6 | 3.0 | -13.9
CCCCCCCCC1OCC(C)(C)C(C(C)C)O1 (stereo not given) | -20.3 | -25.1 | -7.6 | -12.3 | 18.2 | -4.4

Single entries from the results shown.
Entry for `CC(=O)OCC1OC(n2c(=O)n(-c3ccccc3)c(=O)c3ccccc32)C(OC(C)=O)C(OC(C)=O)C1OC(C)=O` (stereo not given) in yeast rad50: -12.8
Entry for `COc1ccc(N=Nc2ccc(O)cc2)cc1` in yeast cln2 rad14: 92.0*

Compound profiles, as listed above. Screens in order: yeast rad50 | yeast cln2 rad14 | mec2-1 | yeast mlh1 rad18 | bub3 | sgs1 mgt1
Profile of `O=C1N/C(=C\c2ccccc2)OC1=O` → 10.4 | -14.2 | 4.3 | -34.0 | 6.8 | -15.2
Profile of `CCCCCCCCC1OCC(C)(C)C(C(C)C)O1` (stereo not given) → -20.3 | -25.1 | -7.6 | -12.3 | 18.2 | -4.4
Profile of `CC(=O)OCC1OC(n2c(=O)n(-c3ccccc3)c(=O)c3ccccc32)C(OC(C)=O)C(OC(C)=O)C1OC(C)=O` (stereo not given) → -12.8 | 19.1 | 11.3 | 4.7 | -6.8 | -7.9

More structures:
SMILES | yeast rad50 | yeast cln2 rad14 | mec2-1 | yeast mlh1 rad18 | bub3 | sgs1 mgt1
O=C1C(CO)=C[C@H](O)[C@H]2O[C@@H]12 | -4.3 | 7.8 | 0.3 | -29.4 | 8.7 | -9.4
c1cnc2c3ccncc3c3nc(-c4ccncc4)[nH]c3c2c1 | -10.2 | -34.8 | -12.8 | -17.2 | -17.3 | -11.3
COc1ccc(NC(=O)CCC2=CC(=O)CC(c3ccccc3)O2)cc1 (stereo not given) | 2.9 | 25.3 | 9.7 | -5.0 | -8.4 | 2.4
NC1CC(=O)c2sccc21 (stereo not given) | 9.8 | 9.2 | 2.1 | 1.2 | 17.8 | 16.8
CNC(=O)Nc1ccc(Nc2ccccc2)cc1 | 9.7 | -40.8 | -9.0 | -5.4 | -0.3 | -3.6
Cc1ccc(C2(c3ccc(C)cc3)OCC(C)(CBr)CO2)cc1 | -30.0 | -8.5 | -1.4 | -14.5 | 1.6 | -20.4
Nc1cnc2c(c1)c(=O)nc1n2CCS1 | -0.5 | 5.3 | 9.7 | -27.1 | 0.5 | 6.6
Cc1ccc2c(C)cc(=O)[nH]c2c1 | 11.4 | 21.7 | -19.1 | 10.9 | 14.8 | 9.5
CCOC(=O)C1CC(C(=O)OCC)(c2ccccc2)CCC1=O (stereo not given) | 36.5 | 2.0 | 30.4 | 33.5 | 33.0 | 43.3
CCOC(=O)C(C)(c1[nH]c2ccccc2c1C)c1[nH]c2ccccc2c1C | -0.6 | -1.4 | -6.2 | -5.7 | -14.6 | -14.2
COC(=O)C(=O)C(C(=O)C=C(C)C)C(=O)C(=O)Nc1cc(C(F)(F)F)ccc1Cl (stereo not given) | -3.0 | -57.1 | -1.4 | -10.8 | 1.1 | 6.0
Cc1ccc(OC(=O)Oc2ccc(C)cc2)cc1 | 18.8 | -6.9 | 1.9 | 18.0 | 7.0 | 4.3
C/C(=N\NC(=S)SCc1ccccc1)c1ccccn1 | 88.0* | 86.1* | 90.2* | 87.5* | 87.0* | 86.2*
[O-]c1c[n+](CC[n+]2cc([O-])on2)no1 | 13.7 | 40.5 | -8.4 | -14.7 | -19.6 | -13.2
Cc1noc2c1CC(=O)c1ccccc1OC2 | 39.5 | -0.2 | 17.9 | -15.4 | 26.1 | 11.7
CC(C)(C)NNC(=O)CCn1[nH]c(=O)c(Cl)c(Cl)c1=O | -0.8 | -2.2 | -5.2 | -12.3 | -16.0 | -18.9
c1csc(CNCc2cccs2)c1 | -13.9 | -23.4 | 1.4 | 37.3 | 1.3 | -1.2
CCCCCSCCCOC(=O)c1ccccc1C(=O)OCCCSCCCCC | 15.4 | 34.6 | 22.1 | 41.9 | 21.9 | 25.4
COc1cc2c(-c3cc(OC)c(OC)c(OC)c3)cc(C)[n+](C)c2cc1OC | 6.2 | -15.0 | -9.2 | 1.8 | -13.3 | -2.3
Cc1ccc(Sc2ccccc2C(C)(C)O)cc1 | -32.6 | 0.1 | -8.6 | -7.6 | -4.3 | -14.9
CC(C)(c1cn(Cc2ccccc2)c2ccccc12)c1cn(Cc2ccccc2)c2ccccc12 | 39.0 | 21.1 | 4.2 | 10.8 | -4.0 | 17.9
COC(=O)CC(N)C(=O)O (stereo not given) | 3.4 | -30.9 | 6.3 | 11.1 | -32.2 | -3.7
